Source: PubChem BioAssay (several laboratories)
GDH-TPI inh = inhibits GDH-TPI coupling enzymes, artifact for Mtb FBA screen. GDH-TPI coupled enzyme counterscreen, NADH absorbance. actives 1.2% (n = 360,000). inhibition, % at 4.8 µM. AID 588335;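 also: 0% = DMSO wells and 100% = wells lacking the enzyme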
VHR inh abs = inhibitors of human VHR1 phosphatase (DUSP3) | P51452 | recombinant VHR phosphatase, pNPP absorbance | inhibition, % at 13.3 µM | actives 0.52% (n = 290,000) | AID 1654; in the data active = inhibition above about 50%; also: some compounds called inactive have numbers as strong as hits
Target sequence (P51452 whole entry, looked up): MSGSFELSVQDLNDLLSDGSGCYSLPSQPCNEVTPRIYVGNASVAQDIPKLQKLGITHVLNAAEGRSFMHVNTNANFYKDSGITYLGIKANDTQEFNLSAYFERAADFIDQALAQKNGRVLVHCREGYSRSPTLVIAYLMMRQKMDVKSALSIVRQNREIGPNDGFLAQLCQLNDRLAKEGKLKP
CCHFV vOTU inh = CCHFV vOTU protease inhibition; Pep-AMC fluorescence; AID 651958; inhibition, % at 11.5 µM; actives 0.55% (n = 370,000); also: 0% = vehicle wells with enzyme and 100% = no enzyme wells
BoNT F protease = inhibitors of Botulinum neurotoxin F light chain protease; Multiplex microsphere protease cleavage assay, flow cytometry; inhibition, % at 10 µM; actives 0.22% (n = 360,000); AID 588497; in the data active = inhibition above about 35%, passing the limit was not always enough; inconclusive = no clear call, values can overlap the other calls; also: plate controls were buffer without enzyme for full effect and enzyme alone for no effect
MazEF act = activators of E. coli MazEF toxin-antitoxin RNase. P0AE70. FAM/BHQ RNA-DNA oligo cleavage fluorescence, 5 h. activation, % at 20 µM. actives 0.32% (n = 350,000); in the data active = activation above about 50%
Target sequence (P0AE70 whole entry, looked up): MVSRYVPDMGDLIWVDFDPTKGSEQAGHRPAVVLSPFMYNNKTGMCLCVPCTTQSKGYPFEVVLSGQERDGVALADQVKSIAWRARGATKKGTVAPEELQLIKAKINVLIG
FBA Mtb inh = Mtb fructose-bisphosphate aldolase inhibition. P9WQA3. purified M. tuberculosis FBA, fluorescence read-out. inhibition, % at 1 µM. actives 2.3% (n = 360,000); in the data active = inhibition above about 27%;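 also: 0% = vehicle and 100% = reference inhibitor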
Target sequence (P9WQA3 whole entry, looked up): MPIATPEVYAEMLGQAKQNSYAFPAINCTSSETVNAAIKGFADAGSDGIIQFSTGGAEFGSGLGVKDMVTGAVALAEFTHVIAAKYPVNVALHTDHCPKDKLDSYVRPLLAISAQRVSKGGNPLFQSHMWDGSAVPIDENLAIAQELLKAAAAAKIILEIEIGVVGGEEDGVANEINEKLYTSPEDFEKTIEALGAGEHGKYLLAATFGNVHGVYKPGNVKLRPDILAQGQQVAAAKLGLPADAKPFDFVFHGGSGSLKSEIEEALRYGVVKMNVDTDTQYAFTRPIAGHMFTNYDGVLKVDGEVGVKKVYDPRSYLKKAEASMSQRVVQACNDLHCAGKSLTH
Mtb BioA inh = inhibitors of Mycobacterium tuberculosis BioA enzyme; purified M. tuberculosis BioA enzyme, plate reader; inhibition, % at 9.99 µM; actives 0.096% (n = 360,000); AID 602481; in the data active = inhibition above about 40%; inconclusive = no clear call, values can overlap the other calls
Rv3671c inh = inhibits the M. tuberculosis serine protease Rv3671c; AID 2606; inhibition, % at 5.96 µM; actives 0.048% (n = 320,000); in the data active = inhibition above about 38%;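 also: extracellular domain of Rv3671c used as enzyme; 0% = enzyme with DMSO and 100% = no enzyme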
FadD28 FP inh = inhibitors of Mycobacterium tuberculosis FadD28 bisubstrate binding. FadD28 bisubstrate probe binding, fluorescence polarization. inhibition, % at 12.5 µM. actives 0.22% (n = 360,000). AID 588549; in the data active = inhibition above about 8.5%, passing the limit was not always enough; inconclusive = no clear call, values can overlap the other calls
Mtb UGM inh = Mtb UDP-galactopyranose mutase inhibition; P9WIQ1; purified UGM, fluorescence polarization probe displacement; actives 0.06% (n = 320,000); inhibition, % at 10 µM; AID 504406; in the data active = inhibition above about 10%, passing the limit was not always enough; inconclusive = no clear call, values can overlap the other calls
Target sequence (P9WIQ1 whole entry, looked up): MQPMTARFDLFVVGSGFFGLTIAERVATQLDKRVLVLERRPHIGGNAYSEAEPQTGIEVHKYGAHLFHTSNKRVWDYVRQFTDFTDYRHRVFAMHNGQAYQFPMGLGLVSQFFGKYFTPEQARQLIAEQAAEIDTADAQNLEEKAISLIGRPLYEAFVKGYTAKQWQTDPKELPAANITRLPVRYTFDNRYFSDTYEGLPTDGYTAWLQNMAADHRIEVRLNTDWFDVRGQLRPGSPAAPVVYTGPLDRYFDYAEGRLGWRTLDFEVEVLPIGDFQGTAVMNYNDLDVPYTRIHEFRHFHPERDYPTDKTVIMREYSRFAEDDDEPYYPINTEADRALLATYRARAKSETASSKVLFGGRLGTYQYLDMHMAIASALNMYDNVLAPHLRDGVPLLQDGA
Active calls of the source: *. Rule as the data show it, unless noted: active = inhibition above about 30%; inactive = the rest.

How did CCc1nc(Nc2ccccc2F)c2oc3ccccc3c2n1 do in these assays?
GDH-TPI inh: 8.8; VHR inh abs: 32.2; CCHFV vOTU inh: -9.7; BoNT F protease: inconclusive; MazEF act: 5.5; FBA Mtb inh: 2.6; Mtb BioA inh: 0.0; Rv3671c inh: -1.5; FadD28 FP inh: -0.7; Mtb UGM inh: -0.5

Results for Cc1cc(NS(=O)(=O)c2ccc(NC(=O)c3cnc4sccn4c3=O)cc2)nc(C)n1 ?
GDH-TPI inh: 20.2; VHR inh abs: 7.4; CCHFV vOTU inh: 10.8; BoNT F protease: -9.0; MazEF act: 6.9; FBA Mtb inh: 2.2; Mtb BioA inh: -1.5; Rv3671c inh: 10.0; FadD28 FP inh: 0.1; Mtb UGM inh: 1.1

How did Cn1nnc2cc(C(=O)Nc3ccccc3F)ccc21 do in these assays?
GDH-TPI inh: 0.7; VHR inh abs: 75.1; CCHFV vOTU inh: -11.0; BoNT F protease: -13.9; MazEF act: 14.7; FBA Mtb inh: 1.2; Rv3671c inh: -7.3; FadD28 FP inh: -0.9; Mtb UGM inh: 1.4

Results for CC/C(=N/NC(=O)CNc1ccc(Cl)cc1C)c1ccccc1 ?
GDH-TPI inh: 7.3; VHR inh abs: 8.5; CCHFV vOTU inh: -6.3; BoNT F protease: 4.4; MazEF act: 0.1; FBA Mtb inh: -5.3; Rv3671c inh: -2.5; FadD28 FP inh: -1.6; Mtb UGM inh: 0.2

What do the screens show for `CCCC(O)(CCC)C(=O)NN1CCCCC1`?
GDH-TPI inh: 2.0; VHR inh abs: 5.4; BoNT F protease: 2.7; MazEF act: 1.4; FBA Mtb inh: -0.1; Mtb BioA inh: 1.3; Rv3671c inh: -8.4; FadD28 FP inh: -1.7; Mtb UGM inh: 1.1

Results for CCOc1ccccc1/C=N/OCC(=O)NCc1ccc(F)cc1 ?
GDH-TPI inh: -7.5; VHR inh abs: 11.0; CCHFV vOTU inh: -0.3; BoNT F protease: -4.1; MazEF act: -2.5; FBA Mtb inh: 1.4; Rv3671c inh: 0.3; FadD28 FP inh: 0.0; Mtb UGM inh: 0.1

What do the screens show for `CC1=C(C(=O)Nc2ccc(F)c(F)c2)C(c2cccs2)NC(=S)N1` (stereo not given)?
GDH-TPI inh: 10.1; VHR inh abs: -1.5; CCHFV vOTU inh: 1.9; BoNT F protease: -4.6; MazEF act: 4.9; FBA Mtb inh: -2.0; Mtb BioA inh: 5.0; Rv3671c inh: -0.7; FadD28 FP inh: -1.9; Mtb UGM inh: -0.3

How did COCCN1Cc2cccc(C(=O)Nc3ccc(S(=O)(=O)N4CCCCCC4)cc3)c2C1=O do in these assays?
GDH-TPI inh: -3.8; VHR inh abs: 21.1; CCHFV vOTU inh: 4.2; BoNT F protease: 0.6; MazEF act: 12.0; FBA Mtb inh: -1.9; Rv3671c inh: 0.4; FadD28 FP inh: -3.8; Mtb UGM inh: -0.7

What do the screens show for `CC(C)CC(COCc1ccc(Cl)cc1)N1CCN(C(=O)c2ccc(C(F)(F)F)cc2)CCC1=O` (stereo not given)?
GDH-TPI inh: 10.1; VHR inh abs: -3.6; CCHFV vOTU inh: 26.6; BoNT F protease: -7.0; MazEF act: 0.1; FBA Mtb inh: 4.2; Mtb BioA inh: -1.4; Rv3671c inh: -15.8; FadD28 FP inh: -2.5; Mtb UGM inh: 0.1

How did COC(=O)c1ccc(C)c(NS(=O)(=O)c2ccc3c(c2)OCCO3)c1 do in these assays?
GDH-TPI inh: 4.9; VHR inh abs: 2.0; BoNT F protease: -7.0; MazEF act: -4.0; FBA Mtb inh: -1.4; Mtb BioA inh: 0.5; Rv3671c inh: -2.9; FadD28 FP inh: -3.3; Mtb UGM inh: 1.0

How did C[C@@H](C(=O)NCc1c(F)cccc1Cl)N1C(=O)N2CCc3c([nH]c4ccccc34)[C@@]2(C)C1=O do in these assays?
GDH-TPI inh: 8.8; VHR inh abs: 4.3; CCHFV vOTU inh: -1.7; BoNT F protease: -8.7; MazEF act: 5.9; FBA Mtb inh: 0.9; Mtb BioA inh: 3.8; Rv3671c inh: -7.4; FadD28 FP inh: 0.7; Mtb UGM inh: -1.3

How did COc1ccccc1NC(=S)N(Cc1ccc(C)cc1)Cc1cccnc1 do in these assays?
GDH-TPI inh: 0.6; VHR inh abs: 12.4; CCHFV vOTU inh: -7.6; BoNT F protease: 0.8; MazEF act: 3.1; FBA Mtb inh: -1.2; Mtb BioA inh: -0.3; Rv3671c inh: 4.5; FadD28 FP inh: -0.6; Mtb UGM inh: 1.1

What do the screens show for `CN(C(=O)CSc1ncnc2sccc12)C1CCS(=O)(=O)C1` (stereo not given)?
GDH-TPI inh: -4.9; CCHFV vOTU inh: 6.2; BoNT F protease: 6.5; MazEF act: 8.8; FBA Mtb inh: -0.9; Mtb BioA inh: 2.1; Rv3671c inh: -5.6; FadD28 FP inh: -2.8; Mtb UGM inh: -2.2

What do the screens show for `Cc1ccc(-c2nnc(N3CCCCC3)c3ccccc23)cc1S(=O)(=O)NCC1CCCO1` (stereo not given)?
GDH-TPI inh: 6.2; VHR inh abs: 10.5; CCHFV vOTU inh: 15.6; BoNT F protease: -6.2; MazEF act: -11.5; FBA Mtb inh: -5.7; Mtb BioA inh: 2.1; Rv3671c inh: -4.6; FadD28 FP inh: -3.8; Mtb UGM inh: 1.0

How did O=[N+]([O-])c1ccc2nc(Cl)nc(-c3ccccc3)c2c1 do in these assays?
GDH-TPI inh: 9.6; VHR inh abs: 8.8; CCHFV vOTU inh: 1.5; BoNT F protease: -2.0; MazEF act: 5.1; FBA Mtb inh: -1.8; Mtb BioA inh: -1.4; FadD28 FP inh: -5.0; Mtb UGM inh: -1.6

What do the screens show for `COC(=O)C(C)N(C(=O)c1cccc2ccccc12)c1c(C)cccc1C` (stereo not given)?
GDH-TPI inh: -10.1; VHR inh abs: 2.0; CCHFV vOTU inh: 6.1; BoNT F protease: 6.1; MazEF act: 3.2; FBA Mtb inh: 0.3; Rv3671c inh: 4.8; FadD28 FP inh: -3.4; Mtb UGM inh: 3.6

Results for Cc1ccc(-c2nc3ccc(Br)cn3c2Cc2ccccc2)cc1 ?
CCHFV vOTU inh: 11.0; BoNT F protease: 3.4; FBA Mtb inh: 0.2; Mtb BioA inh: -1.2; FadD28 FP inh: -0.2

What do the screens show for `Cc1ccccc1N(CC(=O)Nc1ccccc1C(=O)O)S(C)(=O)=O`?
GDH-TPI inh: -17.1; VHR inh abs: 19.4; CCHFV vOTU inh: -2.5; BoNT F protease: 3.9; MazEF act: -9.9; FBA Mtb inh: 3.8; Mtb BioA inh: -1.5; Rv3671c inh: 1.0; FadD28 FP inh: -4.0; Mtb UGM inh: 2.4

Results for O=C(CSc1nc(O)cc(=O)n1-c1ccccc1)N1CCCCC1 ?
GDH-TPI inh: -4.9; VHR inh abs: 8.5; BoNT F protease: -3.3; MazEF act: -7.5; FBA Mtb inh: -1.4; FadD28 FP inh: 0.3

What do the screens show for `O=c1[nH]c(=O)n(-c2ccccc2)c2c1C(C(F)(F)F)(C(F)(F)F)N=C(CCC1CCCCC1)N2`?
GDH-TPI inh: 5.1; VHR inh abs: 8.5; CCHFV vOTU inh: -1.2; BoNT F protease: 8.7; MazEF act: 2.3; FBA Mtb inh: 1.7; Mtb BioA inh: -1.9; Rv3671c inh: 0.0; FadD28 FP inh: -1.9; Mtb UGM inh: -1.0

What do the screens show for `Cc1cccc(NS(=O)(=O)c2ccc(OCC(=O)N3CCCC3)cc2)c1`?
GDH-TPI inh: -1.0; VHR inh abs: 18.5; CCHFV vOTU inh: -5.7; BoNT F protease: 0.7; MazEF act: 0.8; FBA Mtb inh: -1.8; Mtb BioA inh: -1.8; Rv3671c inh: -0.3; FadD28 FP inh: 0.6; Mtb UGM inh: -0.4

How did Cc1occc1C(=O)Nc1cccc(Cn2cccn2)c1 do in these assays?
GDH-TPI inh: -0.5; VHR inh abs: -6.0; CCHFV vOTU inh: -4.2; BoNT F protease: -4.5; MazEF act: 9.1; FBA Mtb inh: 3.2; Mtb BioA inh: 0.8; Rv3671c inh: -2.2; FadD28 FP inh: 0.9; Mtb UGM inh: 2.0

Results for COc1ccccc1C(=O)Nc1cccc(N(C)S(C)(=O)=O)c1 ?
GDH-TPI inh: -1.9; VHR inh abs: -26.4; CCHFV vOTU inh: 10.1; BoNT F protease: -2.9; MazEF act: 8.3; FBA Mtb inh: 3.5; Mtb BioA inh: -0.4; Rv3671c inh: 6.2; FadD28 FP inh: -4.7; Mtb UGM inh: -1.1

What do the screens show for `Cc1c(Cl)cnc(NC(=O)COC(=O)c2ccncc2)c1Cl`?
GDH-TPI inh: 1.1; CCHFV vOTU inh: 10.0; BoNT F protease: -12.4; MazEF act: -4.5; FBA Mtb inh: -1.4; Mtb BioA inh: 0.7; Rv3671c inh: -4.8; FadD28 FP inh: 0.0; Mtb UGM inh: 1.2

Results for COc1cccc(N2CCN(C(=O)c3ccc(CS(=O)c4ccc(Cl)cc4)o3)CC2)c1 (stereo not given) ?
GDH-TPI inh: 0.5; VHR inh abs: 10.7; CCHFV vOTU inh: 6.7; BoNT F protease: 7.3; MazEF act: -21.6; FBA Mtb inh: -0.5; Mtb BioA inh: 0.3; Rv3671c inh: 5.7; FadD28 FP inh: -1.1; Mtb UGM inh: -1.0

How did COCCC(=O)N1CCc2c([nH]c3ccccc23)C1C(C)(C)C (stereo not given) do in these assays?
GDH-TPI inh: -5.7; VHR inh abs: 19.8; CCHFV vOTU inh: -2.4; BoNT F protease: -2.1; MazEF act: -1.1; FBA Mtb inh: 0.7; Mtb BioA inh: -0.1; Rv3671c inh: -7.0; FadD28 FP inh: -1.4; Mtb UGM inh: -0.5

What do the screens show for `CC(C)c1nc(SCc2c(F)cccc2Cl)c2c(=O)n(C)c(=O)n(C)c2n1`?
GDH-TPI inh: 1.0; VHR inh abs: 9.1; BoNT F protease: -8.5; MazEF act: -4.4; FBA Mtb inh: -4.9; Mtb BioA inh: -1.1; Rv3671c inh: 8.2; FadD28 FP inh: -4.1; Mtb UGM inh: 0.9

How did COc1ccc(CNC(=O)C(c2ccc(C)o2)N(C(=O)c2csnn2)c2ccc(C(C)C)cc2)cc1 (stereo not given) do in these assays?
GDH-TPI inh: -10.6; VHR inh abs: 2.6; CCHFV vOTU inh: 24.0; BoNT F protease: 0.0; MazEF act: -18.3; FBA Mtb inh: -0.2; Mtb BioA inh: -1.5; Rv3671c inh: -12.0; FadD28 FP inh: -5.0; Mtb UGM inh: -0.4

What do the screens show for `O=Cc1cn(Cc2ccc(Br)cc2)c2ccccc12`?
GDH-TPI inh: -5.3; CCHFV vOTU inh: 6.7; BoNT F protease: 7.4; MazEF act: -3.3; FBA Mtb inh: -0.5; Mtb BioA inh: -1.1; Rv3671c inh: 1.5; FadD28 FP inh: -4.6; Mtb UGM inh: -0.4

Results for CCC1CCCCN1CCCNC(=O)Cn1c(=O)c2cccn2c2ccccc21 (stereo not given) ?
GDH-TPI inh: 0.9; VHR inh abs: 12.8; CCHFV vOTU inh: -9.6; BoNT F protease: 6.3; MazEF act: 12.8; FBA Mtb inh: -0.8; Mtb BioA inh: -0.5; Rv3671c inh: 11.6; FadD28 FP inh: -4.2; Mtb UGM inh: 4.4

Results for Cc1cc2c(c(=O)n1C)C(Cc1ccccc1)C(C#N)=C(N)O2 (stereo not given) ?
GDH-TPI inh: -8.9; VHR inh abs: 10.0; CCHFV vOTU inh: -67.8; BoNT F protease: 8.9; MazEF act: -1.1; FBA Mtb inh: 19.2; Mtb BioA inh: 1.0; Rv3671c inh: -9.4; FadD28 FP inh: -2.7; Mtb UGM inh: -2.0

Outcome played no part in choosing rows; 4.9% or so of the library scored in one or more.
